Bioassay records: PubChem, The Scripps Research Institute Molecular Screening Center
ARFGAP1 inh = inhibitors of rat ARFGAP1 | Arfgap1-stimulated ARF1 GTP hydrolysis, GDP FP detection | inhibition, % at 16.5 µM | 360,000 compounds, 0.26% hits;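 active = inhibition above a per-plate limit, mean inhibition of low control wells plus 3 SD, cut at about 25% in these data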;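 note: 0% = DMSO wells with enzyme and 100% = wells lacking Arfgap1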
Target sequence (Q62848 1-136 limits assumed): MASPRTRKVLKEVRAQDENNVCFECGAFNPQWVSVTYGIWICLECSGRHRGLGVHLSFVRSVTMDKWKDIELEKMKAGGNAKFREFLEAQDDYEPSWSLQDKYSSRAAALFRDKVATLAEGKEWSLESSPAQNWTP
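Assay system: purified rat His6-Arfgap1 residues 1-136 (GAP domain); Reagent: human Δ17 ARF1 bound to GTP; Dosing: 16.5 µM single point, 1.26% DMSO; Times: GTP hydrolysis reaction 2 h at 25 °C; Signal: FP, GDP Alexa 633 tracer displaced from anti-GDP antibody, 620/688 nm; Measure: % inhibition from polarization.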
SIAE inh = inhibitors of human sialic acid acetylesterase SIAE | Q9HAT2 | SIAE FP-Rh probe binding, fluorescence polarization | inhibition, % at 9.66 µM | 370,000 compounds, 0.69% hits | AID 1053197;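 active = inhibition above a cutoff: mean of compounds within the control limits plus 3 SD of those, cut at about 17% in these data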;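 note: 0% = plate median of compound wells and 100% = probe without SIAE protein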
Tn6 DDE FP = disrupts Tn6 cyclic peptide binding to fibrin D-Dimer-E complex; Fibrin DD(E) TRITC-Tn6 fluorescence polarization displacement; inhibition, % at 8.3 µM; 370,000 compounds, 0.21% hits; AID 720509;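 active = inhibition above a per-campaign cutoff: mean of compounds within control limits plus 3 SD, cut at about 15% in these data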;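 note: 0% = median of all compound wells on the plate and 100% = blocking peptide control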
PLC-beta3 inh = PLC-beta3 (human) inhibition, primary screen | 370,000 compounds, 0.18% hits | inhibition, % at 12.2 µM | Q01970 | Purified PLC-beta3, fluorogenic substrate, fluorescence; in the data active = inhibition above about 11%;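 note: 0% = median of compound wells on plate and 100% = full blocker control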
ADAM17 inh = inhibits human ADAM17; P78536; recombinant ADAM17, EDANS/DABCYL FRET peptide cleavage; inhibition, % at 6.95 µM; 370,000 compounds, 0.83% hits; AID 720648;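 active = inhibition above the mean of compounds lying between control limits plus 3 SD, set per campaign, cut at about 8.5% in these data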;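 note: 0% = DMSO-only wells as the low control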
ADAM10 inh = inhibits human ADAM10. O14672. recombinant ADAM10, EDANS/DABCYL FRET peptide cleavage, 3 h. 370,000 compounds, 0.62% hits. inhibition, % at 7 µM;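 active = inhibition above a per-campaign cutoff equal to the mean of compounds falling between control-based bounds plus 3 SD, cut at about 20% in these data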;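 note: 0% = DMSO wells while the 100% control is not disclosed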
Tn7 DDE FP = inhibitors of Tn7 peptide binding to human fibrin DD(E); P02675; FP displacement of FITC-Tn7 peptide from fibrin DD(E); 0% = median of compound wells per plate; inhibition, % at 8.3 µM; 370,000 compounds, 0.13% hits; AID 720508;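 active = inhibition above the mean of compounds falling within the control limits plus 3 SD of them, cut at about 14% in these data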;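 note: 0% = plate median of compound wells and 100% = 10 µM Aha-Tn7 peptide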
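Assay system: Fibrin-DD(E) protein isolated from polymerized human fibrin clots; read-out basis: percent inhibition; medium: Tris/NaCl/CaCl2 buffer, pH 7.8; signal: FP measurement; incubation: 10 min plus 3 h, room temperature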
ASAP1 inh = ASAP1 ArfGAP inhibition; ASAP1-stimulated ARF1 GTP hydrolysis, GDP FP detection; inhibition, % at 16.5 µM; 360,000 compounds, 0.19% hits; in the data active = inhibition above about 25%;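 note: 0% = vehicle with enzyme and substrate and 100% = no enzyme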
Target sequence (Q9ULH1 325-724 limits assumed): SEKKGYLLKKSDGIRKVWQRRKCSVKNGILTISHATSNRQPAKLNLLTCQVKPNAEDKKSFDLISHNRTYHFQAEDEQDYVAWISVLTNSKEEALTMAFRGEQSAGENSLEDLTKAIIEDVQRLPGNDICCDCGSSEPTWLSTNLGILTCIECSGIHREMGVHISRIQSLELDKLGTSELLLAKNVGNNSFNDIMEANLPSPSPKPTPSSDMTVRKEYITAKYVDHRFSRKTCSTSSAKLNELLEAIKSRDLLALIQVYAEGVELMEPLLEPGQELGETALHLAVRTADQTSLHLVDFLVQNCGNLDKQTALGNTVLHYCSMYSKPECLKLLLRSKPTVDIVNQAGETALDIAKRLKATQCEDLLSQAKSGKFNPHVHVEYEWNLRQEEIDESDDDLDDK
TDP2 absorb = blocks human TDP2 phosphodiesterase activity. 370,000 compounds, 0.34% hits. O95551. inhibition, % at 12.8 µM. recombinant TDP2, T5PNP hydrolysis, p-nitrophenol absorbance 415 nm;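 active = inhibition above the mean of all tested compounds plus 3 SD, set per campaign, cut at about 25% in these data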;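 note: 0% = DMSO with enzyme and 100% = buffer with substrate but no TDP2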
Target sequence (O95551 whole entry, looked up): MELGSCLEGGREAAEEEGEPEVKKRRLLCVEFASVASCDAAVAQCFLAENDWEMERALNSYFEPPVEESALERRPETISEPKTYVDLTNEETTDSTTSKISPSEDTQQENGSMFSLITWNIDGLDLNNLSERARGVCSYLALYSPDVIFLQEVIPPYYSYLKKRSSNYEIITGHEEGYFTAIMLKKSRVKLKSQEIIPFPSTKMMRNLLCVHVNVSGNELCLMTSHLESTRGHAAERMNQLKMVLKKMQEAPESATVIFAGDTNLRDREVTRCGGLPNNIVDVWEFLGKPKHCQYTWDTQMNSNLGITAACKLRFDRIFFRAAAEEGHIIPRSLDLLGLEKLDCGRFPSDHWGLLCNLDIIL
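Test system: Human TDP2 enzyme | Reagent: 5 mM T5PNP | Compound dosing: 12.8 µM single point, 1% DMSO | Incubation: Enzyme reaction with compound for 2 h at 37 °C | Technique: p-Nitrophenol epi absorbance | Read-out: % inhibition relative to enzyme-containing and enzyme-free wells | Benchmarks: High control without enzyme, low control DMSO plus TDP2 | Replicates: Singlicate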
PLCg1 inh = blocks human PLC-gamma1 enzyme activity; P19174; purified PLC-gamma1, fluorogenic substrate, fluorescence; inhibition, % at 12.2 µM; 370,000 compounds, 0.84% hits; AID 720700; in the data active = inhibition above about 9.5%
* marks the source's active call; other numbers are inactive results; nt = no result given. An unsorted share of the library, and some 3.6% of all compounds hit somewhere here.

#1 Cc1ccc(SCCc2ccc(C)nc2)cc1
#2 COC(=O)[C@H](C)NC(=O)Nc1cc(Cl)ccc1C
#3 NC(=O)C1CC(=O)N(CCc2ccc(F)cc2)C1 (configuration not stated)
#4 CCCc1cc(=O)[nH]c(SCC(=O)NCC2COc3ccccc3O2)n1 (configuration not stated)
#5 CCOc1ccc(C(=O)NCC(=O)NCCOc2ccc(C)cc2)cc1
#6 Cc1ccnc(NC(=O)C2CCN(S(=O)(=O)c3ccc4ccccc4c3)CC2)c1
#7 COc1ccc(O)c(C(=O)c2cnc3c(c2)c(C)nn3C)c1
#8 Cc1ccc(C(=O)N(C)Cc2nc3ccccc3c(=O)[nH]2)cc1NC(=O)c1ccco1
assay / entry	1	2	3	4	5	6	7	8
ARFGAP1 inh	-3	4	2	2	-13	-8	-7	4
SIAE inh	7	-1	2	2	2	-3	5	-2
Tn6 DDE FP	6	0	3	10	3	-8	-2	-6
PLC-beta3 inh	4	-14	3	-11	-6	0	-11	3
ADAM17 inh	-1	-1	-3	-1	-2	-5	-23	-1
ADAM10 inh	1	6	5	-12	-8	-1	-3	-3
Tn7 DDE FP	6	-4	-2	-3	2	3	-1	4
ASAP1 inh	-6	-8	2	8	2	-2	-2	13
TDP2 absorb	-5	8	-8	-3	-5	0	0	-6
PLCg1 inh	-4	2	0	-1	-3	-2	-8	-1

#9 O=C(NCCN1CCN(C(=O)c2cccc(OC(F)F)c2)CC1)c1cccc(OC(F)F)c1
#10 CC(=O)c1c(C(C)=O)c(C)n(-c2ccc(C(=O)O)cc2)c1C
#11 COc1cc(C(=O)Nc2ccc(S(=O)(=O)N3CCc4ccccc43)cc2)cc(OC)c1OC
#12 CCOc1ccc(S(=O)(=O)Nc2cccc(C(=O)NCC(c3ccco3)N3CCCC3)c2)cc1 (configuration not stated)
#13 Cc1ccc(-c2nn3c(C)nnc3c3ccccc23)cc1S(=O)(=O)N1CCN(CCO)CC1
#14 COc1ccccc1NC(=O)C(C)N(C)CCOc1ccccc1 (configuration not stated)
#15 O=C1N/C(=N\N=C\c2ccco2)SC1Cc1ccc(F)cc1 (configuration not stated)
#16 O=C1C=C(c2cc(C(F)(F)F)cc(C(F)(F)F)c2)C[C@@H](c2ccc3c(c2)OCO3)C1
assay / entry	9	10	11	12	13	14	15	16
ARFGAP1 inh	1	6	22	-2	2	-4	19	-8
SIAE inh	3	8	-90	-3	13	-3	-5	-7
Tn6 DDE FP	6	5	-10	-9	6	6	1	3
PLC-beta3 inh	6	2	0	-12	-14	-5	0	2
ADAM17 inh	3	-5	11*	-4	-7	1	-1	-3
ADAM10 inh	-11	-4	26*	2	-23	1	4	-7
Tn7 DDE FP	3	1	-1	1	3	-2	-1	3
ASAP1 inh	-3	-24	20	4	-3	2	2	-2
TDP2 absorb	-13	-11	-14	8	1	9	0	2
PLCg1 inh	-1	-1	2	0	-14	-2	2	2

#17 CCCNC(=O)NC(=O)CN1C(=O)NC(C)(c2ccc(C)cc2)C1=O (configuration not stated)
#18 CC1CCCCC1NC(=O)C1CCN(S(=O)(=O)c2ccc3c(c2)CCC(=O)N3)CC1 (configuration not stated)
#19 O=C1NC(=O)C2(CCCc3ccccc32)N1 (configuration not stated)
#20 Cc1noc(C)c1NC(=O)N(C)C[C@H]1Oc2ccc(NC(=O)Nc3ccc(C(F)(F)F)cc3)cc2C(=O)N([C@H](C)CO)C[C@@H]1C
#21 CCOC(=O)CNC(=O)CSc1nnc(-c2ccccc2OC)n1CC
#22 Cn1cccc1Cc1nnc(SCC(=O)NCc2ccco2)n1-c1ccc(F)cc1
#23 Cc1ccccc1CN(c1ccc(C(=O)N2CCN(C)CC2)cc1)S(C)(=O)=O
#24 CC(=O)c1nn(-c2cccc(Cl)c2)cc1C(=O)c1ccco1
assay / entry	17	18	19	20	21	22	23	24
ARFGAP1 inh	-5	6	-4	4	4	1	2	3
SIAE inh	-3	-2	1	0	-2	5	-2	0
Tn6 DDE FP	-10	-2	3	-1	-3	13	5	0
PLC-beta3 inh	2	-4	-2	-1	3	-5	-2	2
ADAM17 inh	-1	-1	0	1	-2	-8	2	-3
ADAM10 inh	2	-4	3	3	-1	-6	1	-5
Tn7 DDE FP	-5	-3	0	-7	-1	6	-1	3
ASAP1 inh	5	-3	1	3	5	-4	-9	3
TDP2 absorb	0	7	-2	-2	2	6	-6	-7
PLCg1 inh	0	-2	4	2	-1	-1	4	3

#25 COc1cc(/C=C/C(=O)O)cc(S(=O)(=O)NCC2CCCO2)c1OC (configuration not stated)
#26 COc1cc2c(cc1OC)C1(C)N(CC2)C(C(C)=O)=NN1c1ccc(Cl)cc1 (configuration not stated)
#27 COc1ccccc1NC(=O)C1=C(C)NC2=C(C(=O)CC(c3ccc(OC)c(OC)c3)C2)C1c1coc2ccccc2c1=O (configuration not stated)
#28 COc1cccc(CNC(=O)CCCN2C(=O)COc3ccc(C)cc32)c1OC
#29 Cc1c(C(=O)c2ccccc2)c2ccccn2c1CCC#N
#30 C/C(=N\N1CCN(C)CC1)c1ccc(OC(F)F)cc1
#31 Cn1c2c(c(=O)n(C)c1=O)C(NS(=O)(=O)c1ccccc1)(C(F)(F)F)C(=O)N2 (configuration not stated)
#32 NC(=O)c1cc(NC(=O)c2ccc(NS(=O)(=O)c3cccs3)cc2)cc(C(N)=O)c1
assay / entry	25	26	27	28	29	30	31	32
ARFGAP1 inh	8	8	1	nt	-4	2	7	0
SIAE inh	-5	1	-19	-5	1	1	-4	-13
Tn6 DDE FP	6	13	1	1	3	2	9	2
PLC-beta3 inh	-10	-142	-12	2	-7	-1	3	-4
ADAM17 inh	-6	-38	6	3	-1	1	-9	1
ADAM10 inh	-20	-130	12	-8	-2	-12	-9	5
Tn7 DDE FP	-5	10	-1	4	1	0	0	0
ASAP1 inh	3	-3	7	nt	-8	7	-12	-4
TDP2 absorb	-13	-4	-6	-10	8	-4	0	1
PLCg1 inh	-3	-96	-9	-1	-4	-2	-1	3

Full records as entered above. Values in the order: ARFGAP1 inh	SIAE inh	Tn6 DDE FP	PLC-beta3 inh	ADAM17 inh	ADAM10 inh	Tn7 DDE FP	ASAP1 inh	TDP2 absorb	PLCg1 inh
Cc1c(C(=O)c2ccccc2)c2ccccn2c1CCC#N reads -4	1	3	-7	-1	-2	1	-8	8	-4
COc1ccccc1NC(=O)C1=C(C)NC2=C(C(=O)CC(c3ccc(OC)c(OC)c3)C2)C1c1coc2ccccc2c1=O (configuration not stated) reads 1	-19	1	-12	6	12	-1	7	-6	-9
C/C(=N\N1CCN(C)CC1)c1ccc(OC(F)F)cc1 reads 2	1	2	-1	1	-12	0	7	-4	-2

New compounds follow:
#33 Cc1nc2nc(C)c(NS(=O)(=O)c3cccs3)c(=O)n2[nH]1
#34 Cc1cc(C(O)c2ncc(-c3ccc(Cl)cc3)[nH]2)ccc1F (configuration not stated)
#35 O=C1NC2(CCOc3ccccc32)C(=O)N1CC(=O)N(Cc1ccccc1)C1CCS(=O)(=O)C1 (configuration not stated)
#36 COc1ccc(/C=N/NC(=O)c2cc[n+]([O-])cc2)cc1
#37 CCC(=O)c1ccc(OCC(O)CN2C(=O)NC(C)(C)C2=O)cc1 (configuration not stated)
#38 Cc1sc(-c2ccncc2)nc1OC(=O)c1ccc(F)cc1F
#39 Cc1ccc(-c2nnc(CSc3nnc(COc4cccc5ccccc45)n3-c3ccccc3)o2)cc1
#40 O=C(c1csc2ccccc12)N1CCCCCC1
#41 Cc1ccccc1CNC(=O)Cn1ccc2cc(S(=O)(=O)N3CCCCCC3)ccc21
assay / entry	33	34	35	36	37	38	39	40	41
ARFGAP1 inh	10	-7	2	-2	-3	-1	-9	7	8
SIAE inh	2	5	3	-3	0	6	-13	2	-3
Tn6 DDE FP	3	6	2	1	4	-8	-9	-3	3
PLC-beta3 inh	4	3	4	-10	2	-160	3	-2	-8
ADAM17 inh	0	2	-3	-2	-1	1	1	-2	4
ADAM10 inh	7	4	11	0	-11	-4	3	3	10
Tn7 DDE FP	-1	11	0	0	7	-4	-3	7	-5
ASAP1 inh	-19	2	-14	1	10	-7	10	7	-5
TDP2 absorb	6	1	5	4	-5	5	1	15	4
PLCg1 inh	0	0	1	-1	0	-149	1	1	-1

A second format for four compounds above.
Each structure is followed by: ARFGAP1 inh	SIAE inh	Tn6 DDE FP	PLC-beta3 inh	ADAM17 inh	ADAM10 inh	Tn7 DDE FP	ASAP1 inh	TDP2 absorb	PLCg1 inh
22) Cn1cccc1Cc1nnc(SCC(=O)NCc2ccco2)n1-c1ccc(F)cc1
→ 1	5	13	-5	-8	-6	6	-4	6	-1
23) Cc1ccccc1CN(c1ccc(C(=O)N2CCN(C)CC2)cc1)S(C)(=O)=O
→ 2	-2	5	-2	2	1	-1	-9	-6	4
24) CC(=O)c1nn(-c2cccc(Cl)c2)cc1C(=O)c1ccco1
→ 3	0	0	2	-3	-5	3	3	-7	3
25) COc1cc(/C=C/C(=O)O)cc(S(=O)(=O)NCC2CCCO2)c1OC (configuration not stated)
→ 8	-5	6	-10	-6	-20	-5	3	-13	-3
